Screening data as filed in PubChem BioAssay.
DUSP3 inh – DUSP3 (human) phosphatase inhibition | inhibition, % at 13.3 µM | 290,000 tested, 0.52% active | AID 1654 | P51452 | recombinant VHR phosphatase, pNPP absorbance; in the data active means inhibition above about 50%; further: some compounds called inactive have numbers as strong as hits
Target sequence (P51452 whole entry, looked up): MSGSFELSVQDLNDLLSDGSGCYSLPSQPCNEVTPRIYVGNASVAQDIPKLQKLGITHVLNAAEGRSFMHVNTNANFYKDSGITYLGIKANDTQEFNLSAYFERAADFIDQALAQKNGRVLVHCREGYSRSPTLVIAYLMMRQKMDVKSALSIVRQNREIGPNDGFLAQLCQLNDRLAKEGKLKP
Y pestis TopoI – Y. pestis Topo-I inhibition via cleavage products | Y. pestis Topo-I cleavage product accumulation, plate reader | activity, % at 10 µM | 360,000 tested, 0.064% active; in the data active means activity above about 50%, passing the limit was not always enough; further: inactives centre near 2
MazEF act – activators of E. coli MazEF toxin-antitoxin RNase | FAM/BHQ RNA-DNA oligo cleavage fluorescence, 5 h | P0AE70 | AID 504720 | 350,000 tested, 0.32% active | activation, % at 20 µM; in the data active means activation above about 50%
Target sequence (P0AE70 whole entry, looked up): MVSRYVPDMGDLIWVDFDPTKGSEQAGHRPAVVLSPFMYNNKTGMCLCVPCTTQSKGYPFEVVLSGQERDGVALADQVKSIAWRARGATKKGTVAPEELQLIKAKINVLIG
Anthrax LF prot – anthrax lethal factor protease inhibition; P15917; multiplex microsphere protease cleavage assay, LF; inhibition, % at 10 µM; 360,000 tested, 0.12% active; AID 588501; in the data active means inhibition above about 30%; further: plate controls were buffer without enzyme for full effect and enzyme alone for no effect
Target sequence (P15917 whole entry, looked up): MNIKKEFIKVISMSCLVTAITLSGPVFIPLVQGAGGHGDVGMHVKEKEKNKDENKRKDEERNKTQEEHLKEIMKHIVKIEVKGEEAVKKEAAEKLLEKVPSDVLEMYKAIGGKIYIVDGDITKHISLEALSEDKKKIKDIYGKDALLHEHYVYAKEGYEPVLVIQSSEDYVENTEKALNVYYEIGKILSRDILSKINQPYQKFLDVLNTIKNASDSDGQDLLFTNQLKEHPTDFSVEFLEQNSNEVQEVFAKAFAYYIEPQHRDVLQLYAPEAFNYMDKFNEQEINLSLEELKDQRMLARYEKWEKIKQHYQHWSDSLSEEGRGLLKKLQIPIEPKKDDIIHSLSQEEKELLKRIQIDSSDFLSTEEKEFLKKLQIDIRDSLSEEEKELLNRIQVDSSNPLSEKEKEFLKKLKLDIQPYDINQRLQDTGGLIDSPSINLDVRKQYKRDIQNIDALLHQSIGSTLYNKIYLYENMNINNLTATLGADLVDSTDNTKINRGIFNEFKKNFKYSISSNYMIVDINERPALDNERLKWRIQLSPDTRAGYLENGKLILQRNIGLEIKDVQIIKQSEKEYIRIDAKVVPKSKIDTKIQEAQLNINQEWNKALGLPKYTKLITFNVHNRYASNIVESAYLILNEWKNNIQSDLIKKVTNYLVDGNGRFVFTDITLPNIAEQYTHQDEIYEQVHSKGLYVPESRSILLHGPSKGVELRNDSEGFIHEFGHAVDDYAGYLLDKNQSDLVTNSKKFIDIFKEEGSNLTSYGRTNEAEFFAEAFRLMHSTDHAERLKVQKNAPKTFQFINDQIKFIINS
Vc quorum ag – induces V. cholerae light production without autoinducers. V. cholerae BH1578 lux reporter, luminescence, 6 h. activation, % at 18.7 µM. 350,000 tested, 0.16% active. AID 588436; in the data active means activation mostly above about 9.7%, no sharp cut-off; further: not every result past the cut was called active; inactives centre near 0; reference of the scale not given here
PfHsp40 rescue – rescue of PfHsp40-mediated yeast toxicity. growth rescue, % at 12.5 µM. AID 504582. S. cerevisiae expressing PfHsp40, growth rescue, ATP luminescence. 340,000 tested, 0.68% active; in the data active means growth rescue above about 28%, passing the limit was not always enough;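 further: yeast W303a lacking pdr1 and pdr3 grown in galactose medium; growth measured after three days at 30 °C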
PriA SSB inh – K. pneumoniae PriA-SSBct interaction inhibition | AID 1272365 | 430,000 tested, 0.6% active | AlphaScreen SSBct-PriA binding, biotinylated peptide | inhibition, % at 33 µM; in the data active means inhibition mostly above about 37%, no sharp cut-off; inactive means mostly below about 20%;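 further: plate controls were negative control peptide for no effect and reference peptide for full effect; strong numbers were not always called active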
Rv3671c inh – inhibitors of M. tuberculosis serine protease Rv3671c; inhibition, % at 5.96 µM; 320,000 tested, 0.048% active; in the data active means inhibition above about 38%;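 further: extracellular domain of Rv3671c used as enzyme; 0% = enzyme with DMSO and 100% = no enzyme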
TcdB inh – TcdB glycohydrolase inhibition; 350,000 tested, 0.24% active; TcdB glycohydrolase enzymatic assay, plate reader; AID 652162; P18177; inhibition, % at 9.99 µM; in the data active means inhibition above about 10%
SARS 3CLpro inh – SARS-CoV 3CLpro protease inhibition; inhibition, % at 6 µM; P0C6X7; 290,000 tested, 0.14% active; recombinant SARS-CoV 3CLpro, quenched FRET peptide cleavage; in the data active means inhibition above about 12%
An asterisk follows results filed as active; i = inactive; x = not tested or not shown; & = joins results of further samples. Some of the compounds tested. The share of hits here may be higher or lower than overall.

SMILES	DUSP3 inh	Y pestis TopoI	MazEF act	Anthrax LF prot	Vc quorum ag	PfHsp40 rescue	PriA SSB inh	Rv3671c inh	TcdB inh	SARS 3CLpro inh
CCN(CCCNC(=O)CN(C)S(=O)(=O)c1cccc2nsnc12)c1ccccc1	19	26	0	-1	i	0.8	-20	0	x	-3
Cc1cccc(C(=O)Nc2nnc(Cc3c[nH]c4ccccc34)s2)c1	10	-10	-9	-5	-12	1.1	7	-2	x	13*
Cc1ccccc1CN1CCC(CNC(=O)C2CCCN(c3ncnc4c3nc3n4CCCCC3)C2)CC1 (stereo not drawn)	24	21	8	-3	-0.2	0.0	4	-1	-1.0	-7
CCCCOC(=O)C1=C(C)N(C)C(=O)NC1c1cc2c(cc1Br)OCO2 (stereo not drawn)	x	22	7	-3	i	x	x	x	0.6	x
Cc1ccc2oc(C(=O)N3CCN(C)C[C@@H]3C(C)C)c(C)c2c1	81	1	6	-13	-2.3	-0.8	-6	-1	-0.6	-2
COc1cc(/C=C(/C#N)c2ccc(F)cc2)ccc1Oc1ccc([N+](=O)[O-])cn1	-5	4	-6	0	-0.2	-0.2	-7	-6	-6.4	-3
COC(=O)c1cc(O)cc(OC)c1Oc1cc(C)cc(O)c1C(=O)O	3	9	6	-4	-0.2	-1.0	9	8	-14	x
Cc1ccc(C(=O)N2CCCC2)cc1Br	30	-6	-2	2	i	-0.1	-3	1	x	-3
O=[N+]([O-])c1cc(S(=O)(=O)N2CCCC2)ccc1NCCCN1CCOCC1	12	13	4	-5	-0.2	-0.4	-9	5	0.3	3
CN=C1S/C(=C\c2ccc(SC)cc2)C(=O)N1C	-10	21	-3	1	-0.1	0.3	-12	1	0.3	4
CCOc1ccc(-n2c(Cc3cc(=O)[nH]c(=O)[nH]3)nnc2SCc2cccnc2)cc1	-12	-1	x	1	-0.7	-0.5	x	12	-0.2	-1
COc1ccc(OC)c2[nH]c(=O)c(CCNC(=O)c3cc4ccccc4o3)cc12	-28	23	9	-2	-0.3	0.7	0	3	1.0	5
S=c1[nH]nc(-c2ccncc2)n1/N=C/C(Cl)=C\c1ccccc1	44	-1	8	-2	2.0	0.3	i	4	1.9	0
O=C(NCc1ccco1)c1ccc(=O)oc1	-12	3	0	-2	-0.6	-2.6	-13	-1	x	0
Cc1ccc(NC(=O)CN2CCc3cc4c(cc3C2)OCCCO4)cc1	1	16	4	-4	i	-0.1	1	-1	0.4	1
COc1ccc(CCCNC(=O)C2CCC(=O)N(CCc3cccc(F)c3)C2)cc1 (stereo not drawn)	42	1	3	-5	-0.4	0.2	-8	-12	0.5	-5
COc1cccc(NC(=O)C2CC(=O)OC23CCOC(C)(C)C3)c1 (stereo not drawn)	19	8	0	4	18	2.3	11	4	x	-5
CCOC(=O)C1CCN(C(=O)c2c(C)oc3c2C(=O)c2ccccc2C3=O)CC1	8	-3	2	-4	x	1.5	9	-30	-0.4	9
N#CCC(=O)Nc1ccc(C(=O)N2CCN(S(=O)(=O)c3ccc4ccccc4c3)CC2)cc1	-16	21	1	-4	i	-1.5	10	-108	1.6	1
CC1CCN(CCC(=O)NN)CC1	-3	29	-2	2	-0.8	0.9	5	2	-0.8	2
O=C(NCCC(=O)N1CCN(c2ccccn2)CC1)c1ccc(Cl)cc1	x	3	7	-4	i	-0.1	1	9	1.2	x
Cc1nnc(NC(=O)Oc2ccccc2)s1	10	-12	0	-2	-3.5	-1.3	-23	-6	x	-4
CCOC(=O)C1CCCN(S(=O)(=O)c2cccs2)C1 (stereo not drawn)	10	-3	-2	-3	-1.4	1.0	-17&-16	-2	0.1	1
COc1cccc(-c2nc(N3CCCCC3)c3ccccc3n2)c1O	x	25	4	-4	i	12	12	6	-0.8	x
Cc1cccc(N(C(=O)CNC(=O)c2cccs2)C(C(=O)NC2CCCC2)c2cccnc2)c1 (stereo not drawn)	57*	4	5	-2	i	-1.0	-8	4	x	0
CNC(=O)N(O)C1N(NC(=O)Nc2ccccc2)C(=S)SC1(C)C (stereo not drawn)	x	-1	0	4	-0.3	-1.3	-21	3	0.5	2
Cc1ccc(NC(=O)CN2C(=O)S/C(=C/c3ccc(O)c([N+](=O)[O-])c3)C2=O)cc1C	7	-7	-10	1	0.6	-0.2	-1	x	0.4	8
CC(=O)Nc1cc(-c2ccc(C(=O)N3CCOCC3)cc2)cn2c(-c3cccc(C(F)(F)F)c3)cnc12	x	25	x	-6	i	x	x	x	0.6	x
COc1ccccc1OCC(=O)Nc1ccc(C(N)=O)cc1	23	2	-10	-1	i	0.2	0	-7	x	2
Cc1cc(=O)oc2cc(OC(C)C(=O)N3CCOCC3)ccc12 (stereo not drawn)	16	3	10	2	-1.8	-0.5	-3	4	x	-3
CCOC(=O)CSc1ncccn1	-8	4	11	1	-0.4	0.1	-2	-3	-0.8	3
COC(=O)[C@]1(CC(C)C)N[C@H](c2ccc(SC3CCCCC3)c(OC)c2)[C@@H]2C(=O)N(C)C(=O)[C@@H]21	x	19	8	4	i	4.4	12	-3	0.3	x
COc1cccc(NC(=O)C/C(C)=N/NC(=O)c2ccccc2Cl)c1	14	-3	2	-1	0.8	39*	x	2	-1.7	4
CC(=O)N1CCC(N(CCN2CCOCC2)C(=S)Nc2ccc(C)cc2C)CC1	4	5	9	10	2.4	-0.3	-23	-5	0.9	-5
N#CCCN1CCN(S(=O)(=O)c2ccc(C#N)cc2)CC1	-11	-5	-1	3	-2.6	1.7	-14	4	x	6
c1ccc(-n2nnc3ccccc32)cc1	17	6	-6	5	-2.8	-1.4	-7	-3	1.4	-6
COc1cc(OC)cc(C(=O)Nc2ccccc2C(=O)N2CCCC2)c1	23	-1	2	0	-0.2	-1.5	0	-7	x	-5
COCCCNC(=S)NC(=O)c1ccccc1	-4	1	-5	-2	-0.1	0.3	14	-13	x	4
COc1ccc(CCNc2c([N+](=O)[O-])ncn2C)cc1OC	13	-3	5	10	-1.1	4.1	-8	0	-0.4	1
CCOC(=O)C1CCCN(C(=O)c2ccc(F)c(C)c2)CC1 (stereo not drawn)	x	-4	x	2	-0.4	x	x	x	-0.1	x

Part of the list above in order of molar mass, highest first.
SMILES	DUSP3 inh	Y pestis TopoI	MazEF act	Anthrax LF prot	Vc quorum ag	PfHsp40 rescue	PriA SSB inh	Rv3671c inh	TcdB inh	SARS 3CLpro inh
Cc1ccc(NC(=O)CN2CCc3cc4c(cc3C2)OCCCO4)cc1	1	16	4	-4	i	-0.1	1	-1	0.4	1
COc1cccc(NC(=O)C2CC(=O)OC23CCOC(C)(C)C3)c1 (stereo not drawn)	19	8	0	4	18	2.3	11	4	x	-5
CCOC(=O)C1CCCN(S(=O)(=O)c2cccs2)C1 (stereo not drawn)	10	-3	-2	-3	-1.4	1.0	-17&-16	-2	0.1	1

New compounds follow:
SMILES	DUSP3 inh	Y pestis TopoI	MazEF act	Anthrax LF prot	Vc quorum ag	PfHsp40 rescue	PriA SSB inh	Rv3671c inh	TcdB inh	SARS 3CLpro inh
O=C(CN1CCN(C(=O)C2CCCO2)CC1)Nc1cc(Cl)ccc1Cl (stereo not drawn)	28	3	2	-1	-1.2	0.9	-4	-4	2.3	0
CN1CCN(C(=O)c2ccc3c(c2)N(Cc2cccc(Cl)c2)C(=O)c2ccccc2S3(=O)=O)CC1	-10	15	7	-2	-0.4	-0.9	0	-9	0.4	1
O=C(/C=C/c1ccc(OCCCF)cc1)NCc1cccc(Cl)c1	24	18	-4	-6	0.3	1.9	-14	4	x	-2
NC(=O)CN1CCOCCOCCOCCOCCOCC1	0	1	-2	0	-0.4	-1.2	-7	-6	x	3
C=CCn1c(=O)c2ccccc2n2c(SCC(=O)NCC)nnc12	x	4	2	14	i	0.1	2	-5	-0.2	1
Cc1ccc(S(=O)(=O)Nc2nc(C)c(C(=O)NNS(=O)(=O)c3ccccc3)s2)cc1	24	0	-4	-2	0.0	2.9	-18	-8	5.6	-3
COCCNC(=O)CN(Cc1ccccc1)C(=O)CCC(=O)Nc1nccs1	14	9	8	-10	-6.2	-0.6	-13	4	0.2	1
COc1ccc(NC(=O)CN(C)CC(=O)NCC(=O)Nc2ccc(F)cc2)cc1	x	7	5	4	i	1.2	3	-2	1.9	x
Cc1cnc(C(=O)OCC(=O)NC2CCCC(C)C2C)cn1 (stereo not drawn)	32	-9	6	-4	-1.0	-0.6	5	9	x	-1
CC(C)NC(=S)N1CCN(S(C)(=O)=O)CC1	18	3	3	0	-0.2	-1.7	0	6	0.4	-3
O=C(Nc1ccccc1)Nc1cccc(-c2nnco2)c1	53*	-4	2	0	i	-1.5	-4	-7	-2.2	-8
O=C(CCCc1ccccc1)NC1CCSC1=O (stereo not drawn)	29	3	2	-2	i	-0.7	-7	-1	0.2	1
CCOc1cc(C2/C(=C(\O)c3cc(C)ccc3C)C(=O)C(=O)N2CCN(C)C)ccc1O (stereo not drawn)	-7	-1	-7	1	3.7	0.8	x	2	x	3
NS(=O)(=O)c1ccc(NC(=O)COC(=O)Cc2ccc(Cl)cc2)cc1	1	-1	8	0	-0.4	-2.4	-7	-5	1.0	4
CCc1cccc(CC)c1NC(=O)CSc1nnc(C2CC2)n1C	21	2	3	-1	-0.5	-0.5	-2	8	0.1	4
CCC1CCCCN1C(=O)c1noc(C(C)C)c1[N+](=O)[O-] (stereo not drawn)	43	3	7	0	-0.2	-0.6	-3	-2	x	-5
O=c1[nH]c(NCCO)nc2c1C1(CCCC1)Cc1ccccc1-2	36	9	2	-3	i	1.3	-20	-1	x	-1
COc1ccc(CN(C(=O)CN2C(=O)NC3(CCC(C)CC3)C2=O)C(C)Cc2cccs2)cc1 (stereo not drawn)	x	6	3	x	i	1.7	7	11	0.8	x
COC(=O)c1sc(-c2ccc(C(C)(C)C)cc2)cc1NC(=O)c1ccccc1C(=O)O	16	12	1	9	-0.4	5.8	1	-16	0.1	3
COC(=O)C1=C(C)C(c2ccc(OC)cc2OC)NC(=O)N1 (stereo not drawn)	17	3	-6	0	x	-1.0	-13	-5	x	-4
C=CCN(C(=O)c1cccc(C(F)(F)F)c1)C1(C(=O)Nc2ccccc2)CCN(C(C)C)CC1	13	-17	8	-9	-0.2	-1.4	-9	-1	3.5	2
N=c1n(CCN2CCCCC2)c2ccccc2n1CC(O)COc1ccccc1 (stereo not drawn)	22	7	21	1	i	-0.6	-2	1	x	-1
O=C(NNC1CC(=O)N(c2ccccc2)C1=O)c1cccnc1 (stereo not drawn)	31	-8	4	1	-0.3	12	-7	-7	-4.0	1
Cc1ccc(-n2c(C)nc3ccccc3c2=O)c(C)c1	-4	3	-5	0	-0.5	-1.0	-2	1	1.1	-2
COc1ccc(C(=O)NC(=S)N2CCC(C)CC2)cc1Br	0	3	-2	-1	-0.3	1.1	4	11	-0.8	-2
COc1ccc(C(=O)c2ccccc2Cl)cc1	24	6	-3	0	-3.1	-0.7	-26	8	x	-4
CC(C)c1ncc(S(=O)(=O)c2ccc(C(F)(F)F)cn2)c(N)n1	-11	3	1	8	-0.6	0.6	-3	7	2.5	0
Cn1ncc(Cl)c1C(=O)N1CCN(S(=O)(=O)c2ccc(F)cc2)CC1	24	2	6	3	0.6	-0.6	-17	-2	2.9	-2
Cc1nc(-c2ccccc2)ccc1C(=O)O	-3	-3	3	-3	i	-0.6	-8	-2	0.8	1

Grouped by structure, the compounds so far containing a nitro group on carbon.
SMILES	DUSP3 inh	Y pestis TopoI	MazEF act	Anthrax LF prot	Vc quorum ag	PfHsp40 rescue	PriA SSB inh	Rv3671c inh	TcdB inh	SARS 3CLpro inh
COc1cc(/C=C(/C#N)c2ccc(F)cc2)ccc1Oc1ccc([N+](=O)[O-])cn1	-5	4	-6	0	-0.2	-0.2	-7	-6	-6.4	-3
O=[N+]([O-])c1cc(S(=O)(=O)N2CCCC2)ccc1NCCCN1CCOCC1	12	13	4	-5	-0.2	-0.4	-9	5	0.3	3
Cc1ccc(NC(=O)CN2C(=O)S/C(=C/c3ccc(O)c([N+](=O)[O-])c3)C2=O)cc1C	7	-7	-10	1	0.6	-0.2	-1	x	0.4	8
COc1ccc(CCNc2c([N+](=O)[O-])ncn2C)cc1OC	13	-3	5	10	-1.1	4.1	-8	0	-0.4	1
CCC1CCCCN1C(=O)c1noc(C(C)C)c1[N+](=O)[O-] (stereo not drawn)	43	3	7	0	-0.2	-0.6	-3	-2	x	-5
